CHRM4 PAM – human M4 muscarinic receptor positive allosteric modulators, primary screen, CHO-K1 cells, Fluo-8 calcium fluorescence | activation, % at 3 µM | CHO-K1 hM4/Gqi5, ACh EC20; 0% = ACh EC20, 100% = maximal ACh | AID 624126, 2012 | 0.4% of 360,000 active | Muscarinic acetylcholine receptor M4 (Homo sapiens), P08173;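 active = activation above its plate's cutoff, the mean activation of sample wells plus 3 SD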; also: some results filed as inactive read as strong as hits
PHOSPHO1 inh – PubChem AID 1565. inhibition, % at 13.3 µM. 1.1% of 290,000 active. Phosphoethanolamine/phosphocholine phosphatase (Homo sapiens), Q8TCT1. recombinant PHOSPHO1, absorbance phosphatase assay; in the data active = inhibition above about 60%
GalR3 antag – GalR3 antagonists in HEK293 cells, primary screen, cell-based, fluorescence readout. AID 651719, 2012. inhibition, % at 3 µM. 0.44% of 360,000 active. HEK293 GalR3-CNG cAMP membrane potential fluorescence; galR3 body fused to GalR1 C-terminus;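 active = inhibition above the screen-wide average plus 3 SD, cut at about 13% in these data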;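 also: forskolin and galanin both at EC90 stimulate the cells; cAMP rise reported by CNG channel membrane potential dye signal; 0% = forskolin plus galanin with DMSO and 100% = forskolin alone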
pCIP destab – p/CIP-EGFP fusion destabilizers, primary screen, fluorescence, F442A cells | Q05BA5 | 16 h | decrease of EGFP signal, % at 10 µM | 0.01% of 290,000 active | AID 1984, 2009;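 active = EGFP signal decrease of at least 30% at 10 µM or well 3 SD below plate mean, unless failing retest; inactive = the rest, including hits failing retest or dose response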; also: some compounds called inactive have numbers as strong as hits; many of its hits are not listed in these tables
Target sequence (Q05BA5 1-1403): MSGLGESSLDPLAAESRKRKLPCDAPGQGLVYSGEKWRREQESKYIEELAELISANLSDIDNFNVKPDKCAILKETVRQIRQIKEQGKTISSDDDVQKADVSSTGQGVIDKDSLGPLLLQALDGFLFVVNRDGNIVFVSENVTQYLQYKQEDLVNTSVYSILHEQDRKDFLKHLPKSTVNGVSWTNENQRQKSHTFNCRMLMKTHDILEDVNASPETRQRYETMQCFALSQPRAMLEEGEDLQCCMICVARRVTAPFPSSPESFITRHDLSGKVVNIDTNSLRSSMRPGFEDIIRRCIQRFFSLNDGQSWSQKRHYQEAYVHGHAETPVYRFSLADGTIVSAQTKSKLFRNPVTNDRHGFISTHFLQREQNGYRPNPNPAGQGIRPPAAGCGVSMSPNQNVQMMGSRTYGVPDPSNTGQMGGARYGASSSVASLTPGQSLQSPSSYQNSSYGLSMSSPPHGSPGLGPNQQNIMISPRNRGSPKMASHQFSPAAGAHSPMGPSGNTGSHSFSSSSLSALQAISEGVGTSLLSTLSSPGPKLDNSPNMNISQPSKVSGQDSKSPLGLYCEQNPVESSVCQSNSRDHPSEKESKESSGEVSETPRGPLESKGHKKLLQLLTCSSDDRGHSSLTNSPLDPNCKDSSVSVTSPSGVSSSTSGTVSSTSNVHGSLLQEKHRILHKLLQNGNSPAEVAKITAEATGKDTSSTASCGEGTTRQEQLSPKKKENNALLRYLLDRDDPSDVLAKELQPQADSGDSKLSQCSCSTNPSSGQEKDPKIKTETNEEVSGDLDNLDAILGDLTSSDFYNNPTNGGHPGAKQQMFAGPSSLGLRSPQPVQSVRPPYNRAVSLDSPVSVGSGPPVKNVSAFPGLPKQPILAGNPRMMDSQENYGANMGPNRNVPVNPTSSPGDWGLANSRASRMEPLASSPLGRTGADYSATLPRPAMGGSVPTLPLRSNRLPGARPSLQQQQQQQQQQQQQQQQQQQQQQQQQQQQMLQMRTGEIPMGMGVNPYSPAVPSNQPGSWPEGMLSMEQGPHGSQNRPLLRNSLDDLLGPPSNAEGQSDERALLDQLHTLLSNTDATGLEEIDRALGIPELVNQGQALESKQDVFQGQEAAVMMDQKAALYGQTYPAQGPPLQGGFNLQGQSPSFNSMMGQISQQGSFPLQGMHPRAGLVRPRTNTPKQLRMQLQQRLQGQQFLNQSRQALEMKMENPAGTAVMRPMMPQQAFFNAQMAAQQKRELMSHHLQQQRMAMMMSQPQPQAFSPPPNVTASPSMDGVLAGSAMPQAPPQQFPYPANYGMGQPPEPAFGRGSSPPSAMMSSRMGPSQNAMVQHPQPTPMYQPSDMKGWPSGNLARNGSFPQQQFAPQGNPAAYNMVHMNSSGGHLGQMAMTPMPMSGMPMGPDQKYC
IDE act – human IDE activators in live cells, primary screen, fluorescence polarization, HEK cells, FAbeta-B substrate. Insulin-degrading enzyme (Homo sapiens), P14735. AID 493087, 2011. 0.073% of 340,000 active. activation, % at 5.96 µM. FAbeta-B cleavage; 0% vehicle, 100% cell-free pure enzyme wells;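 active = activation above the mean of all tested compounds plus 3 SD, set per screening campaign, cut at about 17% in these data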
MEKK3 PB1 HTS – modulators of MEKK3-MEK5 PB1 binding, primary screen, biochemical, wildtype MEKK3, multiplex bead flow cytometry, Alexa488-MEK5; Mitogen-activated protein kinase kinase kinase 3 (Homo sapiens), Q99759; bead-based flow cytometry, Alexa488-MEK5 binding to MEKK3; actives lie on both sides; 0 = blocked by unlabeled MEK5, 100 = vehicle; binding response (% of control), % at 10 µM; 1.4% of 290,000 active; AID 1529, 2009;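 active = binding response more than 3 SD above or below the average of its plate-row segment, actives on both sides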;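 also: Alexa488 bead fluorescence after subtracting the streptavidin-only scavenger bead signal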
CRFR2-BP antag – antagonists of CRF-BP/CRF-R2 complex, primary screen, cell-based, HEK293, calcium dye fluorescence, uHTS; 0.59% of 350,000 active; CRF-induced calcium fluorescence; inhibition, % at 11.8 µM;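 active = inhibition of the ligand-induced calcium signal above about 50% at the single tested concentration, limit read from the data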
IDE cell inh – human IDE inhibitors in live cells, primary screen, fluorescence polarization, HEK cells, FAbetaB substrate | FAbetaB cleavage | inhibition, % at 5.59 µM | 0.41% of 320,000 active;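 active = percent inhibition above the average of all tested compounds plus 3 SD, set per screening campaign, cut at about 16% in these data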;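 also: IDE supplied by intact live HEK cells; FP after avidin binding of uncleaved biotin substrate so inhibition keeps polarization high; 0% = DMSO wells and 100% = 60 µM reference IDE inhibitor Ii1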
CRFR2-BP ag – agonists of CRF-BP/CRF-R2 complex, primary screen, cell-based, HEK293, calcium dye fluorescence, uHTS; calcium dye fluorescence (FLIPR); percent of saturating CRF peptide response; 0.46% of 350,000 active; activation, % at 13.2 µM; CRF-binding protein / CRF receptor 2 complex (human);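 active = activation of at least 50%, plus an integration ratio under a set limit after plate pattern correction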;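 also: plate controls were neutral control wells without compound for no effect and CRF at EC100 for full effect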
* = called active by the depositor; x = no result given.

SMILES	CHRM4 PAM	PHOSPHO1 inh	GalR3 antag	pCIP destab	IDE act	MEKK3 PB1 HTS	CRFR2-BP antag	IDE cell inh	CRFR2-BP ag
COc1ccc(Cn2c(C)c(C)c(C#N)c2NC(=O)Nc2cccc(C)c2)cc1	-4	14	-4	-12	1	101	-6	1	-0.2
CCCS(=O)(=O)c1ccc(COC(=O)c2ccc(NC(C)=O)cc2)cc1	11	4	-4	20	-8	102	-26	-6	3.4
Cn1c(CN2CCCC2)nc2cc(NC(=O)COc3ccc(Cl)cc3)ccc21	1	-10	-3	-3	-8	97	-2	1	-0.7
CC12CC3CC(C)(C1)CC(NCc1ccncc1)(C3)C2	-8	33	4	7	-1	100	-4	0	2.5
Cc1ccccc1NC1c2ccccc2C(=O)N1Cc1ccco1 (stereo unspecified)	-6	13	x	1	-8	112	8	0	-6.2
CCOC(=O)c1c(-c2ccccc2)csc1NC(=O)COc1ccc2c(C)cc(=O)oc2c1	0	-4	-6	2	1	90	-18	11	14
Cc1ccccc1NC(=O)C(Cl)=C(Cl)Cl	-5	35	-7	-3	-4	78	-2	-2	-0.4
O=C(COC(=O)c1cc(=O)[nH]c2ccccc12)NCc1cccs1	-7	10	4	-1	6	115	6	1	2.0
CCCCCCCCCC(=O)N[C@H](CN1CCOCC1)[C@H](O)c1ccccc1	-9	x	x	x	7	109	-13	-2	-0.2
Cc1ccnc(NC(=O)c2ccc3c(c2)OCO3)c1	13	32	-6	-13	3	100	1	-2	1.6
Cc1noc(C)c1COc1ccc(C(=O)OCC(=O)OC(C)(C)C)cc1	-2	0	-9	-4	-3	100	3	-3	1.2
O=C1c2cccc3cccc(c23)C(=O)N1CCCc1n[nH]c(=S)n1-c1ccccc1	5	16	-3	-10	1	101	-3	0	-3.3
O=C(Nc1ccc(Cl)cc1Cl)c1ccc2c(=O)n3c(nc2c1)CCC3	-4	x	-1	x	1	x	4	-10	29
CCOC(=O)c1cccc(NC(=O)CSc2nnc(C3CCCCC3)n2C)c1	2	-27	2	-3	-5	106	3	5	-1.3
O=C(COc1ccccc1F)Nc1ccc(S(=O)(=O)Nc2nccs2)cc1	0	43	-8	-12	3	99	-23	-2	0.1
O=C(Nc1cccnc1)c1ccc2ccccc2c1O	-4	x	-8	-4	6	99	-5	1	-1.4
CSC1=N/C(=C\c2cccc(F)c2)C(=O)S1	0	67*	-6	10	1	104	-7	3	0.2
CCc1cc(=O)oc2cc(C)cc(OC(C)C(=O)NC(Cc3c[nH]c4ccc(O)cc34)C(=O)O)c12 (stereo unspecified)	6	-111	-6	-2	-2	97	4	3	0.1
O=c1c2ccccc2nnn1CSc1ccccc1F	-9	3	-8	-3	-10	94	-6	-1	-0.8
N/C(=C\C(=O)c1cc(Cl)ccc1O)C(Cl)(Cl)Cl	1	15	-1	-19	-1	103	21	-2	-5.2
CCNS(=O)(=O)c1ccc(NC(=O)c2ccc(Cn3cc([N+](=O)[O-])cn3)o2)cc1	4	18	-1	12	7	102	2	7	-0.9
CCCC(NC(=O)C(C)NC(=O)CO/N=C1\C=C2CCC3C4CCC(C(C)=O)[C@@]4(C)CCC3[C@@]2(C)CC1)C(=O)O (stereo partly specified)	7	23	-10	-4	8	106	7	x	1.7
CC(=O)c1ccc2c(c1)OCCOCCOc1ccc(C(C)=O)cc1OCCOCCO2	-8	-19	3	3	0	98	-12	1	-0.5
Cc1ccc(C(=O)N(Cc2nc(-c3ccc(C)cc3)no2)C(C)C)cc1	-4	-16	3	0	-1	102	10	-2	2.4
NC(=O)c1ccsc1NC(=O)COC(=O)CCCOc1ccccc1	-8	x	-5	x	6	x	5	x	-3.5
SMILES	CHRM4 PAM	PHOSPHO1 inh	GalR3 antag	pCIP destab	IDE act	MEKK3 PB1 HTS	CRFR2-BP antag	IDE cell inh	CRFR2-BP ag
CCOC(=O)C1(Cc2cccc(Cl)c2)CCCN(C(=O)c2cn[nH]c2)C1 (stereo unspecified)	1	-18	-5	-6	1	99	4	8	-1.4
N#Cc1c(NC(=O)C2CC=CCC2C(=O)O)sc2c1CCCCCC2 (stereo unspecified)	-5	-9	-4	-4	8	110	4	-3	-2.6
Cc1ccc(C)n1-n1cnc2sc3c(c2c1=O)CCC3	-3	-2	1	5	-3	103	5	4	-1.4
COc1cccc2[nH]c3c(=O)[nH]cnc3c12	4	35	-8	-16	3	106	-5	x	-0.8
COc1ccc(C2(O)CCN(CCCCOc3ccccc3)CC2)cc1	-5	-21	-5	-4	7	96	7	-5	-0.5
CCC(CC)NC(=O)COc1ccc(OC)cc1C=O	3	24	2	-2	2	103	5	4	-0.2
Cc1ccc(OCC(=O)Nc2cccc3c2CCCC3)cc1C	7	x	-4	x	-3	106	14	-3	0.8
O=C(NCc1ccco1)[C@@H]1CSC2c3ccccc3C(=O)N21 (stereo partly specified)	13	-21	2	-4	-3	106	2	2	2.6
O=C(CSc1ccc(-c2ccco2)nn1)N1CCCCCC1	2	-20	-5	-4	-1	97	0	4	0.1
Cc1cc(C(=O)COc2ccccc2C(N)=O)c(C)n1C	1	24	-2	6	-1	97	-2	2	0.1
Cc1cc(C)cc(N(CCC#N)C(=O)COC(=O)CN2C(=O)NC(C)(C)C2=O)c1	1	x	-3	x	2	x	7	-1	0.7
CC(C)NC(=O)C(c1ccc(F)cc1)N(C(=O)CCC(=O)Nc1ccccn1)C1CCCC1 (stereo unspecified)	-3	30	-8	-8	5	94	5	3	-0.6
COc1ccc(CNC(=O)CN(C)S(=O)(=O)c2ccc(Br)s2)cc1	-5	36	0	-3	5	103	0	-3	0.0
COc1ccc(-c2csc(NC(=O)C3CSC4(C)CCC(=O)N34)n2)cc1OC (stereo unspecified)	7	x	-3	x	7	x	-7	-1	-1.2
CCc1ccc(NC(=O)Cn2nnc(C(=O)NCc3cccs3)c2N)cc1	6	14	-5	-1	4	100	-3	3	0.1
COc1ccc2cc(C)c(SCC(=O)Nc3cc(C)on3)nc2c1	1	-4	-6	3	1	97	6	2	-0.8
CCOC(=O)Cn1nc(C)c(NC(=O)COc2ccc([N+](=O)[O-])cc2)c1C	-13	28	0	6	-1	96	3	-2	-0.4
CC(=O)Nc1nc2n(n1)C(c1ccccc1)C=C(c1ccccc1)N2 (stereo unspecified)	-1	-2	x	-16	4	94	-11	2	48
COc1ccc(NC(=O)CSc2nnc3ccc(-c4ccncc4)nn23)cc1OC	-28	42	-4	-6	-5	73	2	3	-0.1
CC(=O)Nc1ccc(S(=O)(=O)Nc2cccn(Cc3ccc(C)cc3)c2=O)cc1	-5	-8	-2	-5	5	101	19	0	-1.9
O=C(O)c1cccc(NC(=S)N/N=C/c2c[nH]c3ccccc23)c1	-1	-112	-3	-14	3	97	-11	1	-0.6
Cc1cc(C)c(S(=O)(=O)c2cccc(Cl)c2)c(=O)[nH]1	2	31	-10	8	-2	105	-10	-1	1.9
O=C(O)COc1cnc2ccccc2n1	12	25	3	-19	6	94	-9	5	2.5
Cc1nn(CC(=O)Nc2cccc(C(F)(F)F)c2)c(=O)c2cccn12	1	49	2	8	-2	101	0	0	-1.1
O=C(NN1CCOCC1)c1ccc(Br)s1	-2	26	-4	-10	2	104	9	3	-1.6

Only MEKK3 PB1 HTS, IDE act and CHRM4 PAM (3 entries from above):
molecule | MEKK3 PB1 HTS | IDE act | CHRM4 PAM
O=C(O)c1cccc(NC(=S)N/N=C/c2c[nH]c3ccccc23)c1 | 97 | 3 | -1
Cc1cc(C)c(S(=O)(=O)c2cccc(Cl)c2)c(=O)[nH]1 | 105 | -2 | 2
O=C(O)COc1cnc2ccccc2n1 | 94 | 6 | 12

New compounds follow.
SMILES	CHRM4 PAM	PHOSPHO1 inh	GalR3 antag	pCIP destab	IDE act	MEKK3 PB1 HTS	CRFR2-BP antag	IDE cell inh	CRFR2-BP ag
N#Cc1c(N2C(=O)Nc3ccccc3N2O)sc2c1CCCCCC2	0	2	0	-4	-6	111	31	-1	-0.1
Cc1c(C(=O)N2CCN(c3ccc(F)cc3)CC2)sc2ncnc(N3CCN(c4ccccn4)CC3)c12	-16	40	-10	0	1	97	6	0	-2.1
O=C(NNC(=O)c1ccccc1O)c1ccccc1O	7	x	-1	x	2	x	24	x	0.8
COc1cc(CN2CCN(Cc3ccc([N+](=O)[O-])cc3)CC2)c([N+](=O)[O-])cc1OC	-8	-2	-5	-24	4	76	23	0	-0.4
CCC(NS(=O)(=O)c1ccc(C)cc1)C(=O)N1CCC2(O)CCCCC2C1 (stereo unspecified)	2	35	-1	-6	2	96	14	1	4.0
O=C1CC(N2CCN(c3ccc(Cl)cc3)CC2)C(=O)N1c1ccccc1 (stereo unspecified)	-2	-2	-2	-1	2	109	-6	6	-0.2
O=C1/C(=C/Nc2ccc3c(c2)OCO3)CCc2ccccc21	5	18	-2	-4	-2	98	-13	7	1.7
CO/N=C(\N)c1ccc([N+](=O)[O-])cc1	12	13	1	-1	3	98	3	0	0.1
COC(=O)C1=C(N)Oc2cc(C)[nH]c(=O)c2C1c1ccccc1OC (stereo unspecified)	0	24	-5	-4	4	79	3	-3	2.2
O=[N+]([O-])c1c(Nc2cccc(O)c2)cc(Cl)c2nonc12	-2	30	7	-26	-2	98	27	-4	0.0
NC1=Nc2cccc3cccc1c23	5	16	-4	-3	1	99	-4	-2	0.1
OCCN1CCN(CC(O)COc2ccc3c(c2)OCO3)CC1 (stereo unspecified)	-2	22	2	4	-5	100	11	4	2.0
COc1ccc(-c2nn(CCC#N)cc2/C=N/O)cc1OC	-1	28	-3	-6	1	103	-12	-1	0.9
CCc1ccccc1NC(=O)NCCN1CCCCC1	3	24	3	1	1	98	-1	6	0.4
COc1cccc(NS(=O)(=O)c2ccc(S(=O)(=O)N3CCOCC3)cc2)c1	-3	-6	-6	-5	10	110	-19	-1	2.5
COc1ccc(C(c2nnnn2CC2CCCO2)N2CCN(c3cccc(C)c3C)CC2)cc1 (stereo unspecified)	-5	-4	-5	-11	-5	122*	-10	3	0.8
Cc1c(C(=O)NC(=S)NCc2cccnc2)oc2ccccc12	13	-1	-6	1	-1	93	-6	0	-7.6
O=C(CCS(=O)(=O)c1ccccc1)Nc1cccc2c1C(=O)NC2=O	-4	20	11	15	1	98	5	0	0.8
C=C(C)C(=O)Nc1cccc(C2=NOC3(C2)C[C@H](C(N)=O)N(C(=O)c2ccccc2C(=O)c2ccccc2)C3)c1 (stereo partly specified)	5	48	-5	-7	1	85	-10	4	0.7
O=c1c2ccccc2c(C=Nc2cccc(S(=O)(=O)NC3=NCCCCC3)c2)c(O)n1Cc1ccccc1	-5	11	-7	2	7	76	5	11	4.4

Assay outcomes from PubChem BioAssay.
